Dynein transport – inhibitors of GR-EGFP nuclear translocation, primary screen, dynein cargo transport inhibitor project, imaging, high-content, 3617.4 mouse cells; 220,000 compounds, 0.47% hits; z-score, hits read low; test concentration mostly 20 µM; stimulated with dexamethasone, 1 µM; stronger effect = lower value;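 active = plate z-score of nuclear minus cytoplasmic receptor signal below a set negative limit, without overly bright fluorescence or cell loss, cut at about -3.5 in these data, passing the limit was not always enough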;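 also: z-score of nuclear minus cytoplasmic ring GR-EGFP intensity difference per well; some compounds called inactive have numbers as strong as hits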
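Buffer or medium: tet-free, stripped-serum medium; reagent: dexamethasone at 1.0 µM final, 30 min; incubation: 48 h induction, 1 h compound, 30 min dex at 37 °C; measured by: formaldehyde fixation, Hoechst nuclear stain, 10x automated fluorescence imaging; read-out: nuclear-to-cytoplasmic GR-EGFP distribution per well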
KOR beta-arrestin-1 – KOR antagonists, beta-arrestin recruitment, cell-based, luminescence, uHTS (AID 1778); KOR beta-arrestin recruitment, luminescence, antagonist mode; higher % means a stronger effect; inhibition, % at 10 µM; hits with a dose series show IC50 in µM; 290,000 compounds, 0.091% hits; also: strong numbers were not always called active
P. falciparum M17LAP – P. falciparum M17LAP inhibitors, primary screen, biochemical, fluorogenic H-Leu-NHMec substrate, 1536-well (AID 1619) | Leucine aminopeptidase (Plasmodium falciparum (isolate 3D7)) | recombinant M17LAP, H-Leu-NHMec fluorogenic kinetic assay; higher % means a stronger effect | one-dose inhibition, % at 30 µM; IC50 in µM for titrated hits | 220,000 compounds, 0.38% hits;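 active = compound inhibiting the enzyme by more than half at any dose during confirmatory dose-response retesting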;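 also: plate controls were full reaction with DMSO carrier for no effect and no enzyme background for full effect; strong numbers were not always called active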
HEK293 NOD2/NF-kB – NOD2 signaling inhibitors, cell-based, luminescence, uHTS, HEK293 (AID 1566) | HEK293 NOD2/NF-kB luciferase reporter, luminescence; higher % means a stronger effect | one-dose inhibition, % at 4 µM; EC50 in µM for titrated hits | 290,000 compounds, 0.63% hits; also: many of its hits are not listed in these tables
GPR55 activation – GPR55 agonists via beta-arrestin recruitment, primary screen, imaging, U2OS cells, beta-arrestin-GFP redistribution (AID 1961); 290,000 compounds, 0.048% hits; U2OS GPR55 beta-arrestin-GFP redistribution imaging; higher % means a stronger effect; G-protein coupled receptor 55 (Homo sapiens); activation, % at 10 µM; hits with a dose series show EC50 in µM;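 active = activation above 40% with more than 50 cells counted in the well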;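 also: U2OS osteosarcoma cells stably expressing GPR55 and beta-arrestin-GFP; plate controls were DMSO negative control for no effect and LPI positive control for full effect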
AID2073 – inhibitors of Mint1-CaV2.2 protein interaction, biochemical, HTRF (AID 2073); 290,000 compounds, 0.19% hits; Voltage-dependent N-type calcium channel subunit alpha-1B (Homo sapiens); one-dose inhibition, % at 20 µM; IC50 in µM for titrated hits; HTRF protein-protein interaction, Mint1-CaV2.2; higher % means a stronger effect; in the data active = inhibition mostly above about 51%, no sharp cut-off; also: some results filed as inactive read as strong as hits
NOD1 NF-kB reporter – NOD1 signaling inhibitors, primary screen, cell-based, luminescence, uHTS (AID 1578). 290,000 compounds, 1% hits. NOD1-driven NF-kB luciferase reporter cells, luminescence; higher % means a stronger effect. one-dose inhibition, % at 4 µM; EC50 in µM for titrated hits; in the data active = inhibition mostly above about 36%, no sharp cut-off; inactive = mostly below about 34%;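 also: HEK-293T reporter cells stimulated with the NOD1 agonist gamma-tri-DAP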
P. falciparum M1AAP – P. falciparum M1AAP inhibitors, biochemical, fluorogenic H-Leu-NHMec substrate, 1536-well (AID 1445); Aminopeptidase N (Plasmodium falciparum (isolate 3D7)); recombinant M1AAP, H-Leu-NHMec fluorogenic kinetic assay; higher % means a stronger effect; one-dose inhibition, % at 30 µM; IC50 in µM for titrated hits; 220,000 compounds, 0.42% hits;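 active = primary inhibition above the hit cutoff, then over 50% inhibition at one or more dose response concentrations, cut at about 23% in these data, passing the limit was not always enough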;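 also: plate controls were DMSO full reaction for no effect and no enzyme background for full effect; strong numbers were not always called active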
KOR beta-arrestin-2 – KOR agonists, beta-arrestin recruitment, primary screen, cell-based, luminescence, uHTS (AID 1777); 280,000 compounds, 0.02% hits; KOR beta-arrestin recruitment, luminescence; higher % means a stronger effect; Kappa-type opioid receptor (Homo sapiens); activation, % at 10 µM; hits with a dose series show EC50 in µM; in the data active = activation above about 50%, passing the limit was not always enough; also: a part of the inactive calls stands beside numbers as strong as those of hits
Dynein transport cytoplasmic EGFP – second read-out of Dynein transport, no call of its own (marks repeat the call); z-score; measured here: cytoplasmic GR-EGFP intensity; stronger effect = higher value
Dynein transport nuclear GR-EGFP – second read-out of Dynein transport, no call of its own (marks repeat the call); z-score; measured here: nuclear GR-EGFP intensity;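 lower value marks the stronger effect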
Dynein transport cell count – further read-out of Dynein transport, marked with its call; z-score; measured here: cell count per field
An asterisk follows results filed as active; . = no result given; [ ] = dose if it differs, or a comment. Rule as the data show it, unless noted: active = inhibition above about 50%; inactive = the rest.

SMILES	Dynein transport	Dynein transport cytoplasmic EGFP	Dynein transport nuclear GR-EGFP	Dynein transport cell count	KOR beta-arrestin-1	P. falciparum M17LAP	HEK293 NOD2/NF-kB	GPR55 activation	AID2073	NOD1 NF-kB reporter	P. falciparum M1AAP	KOR beta-arrestin-2
CO/N=C/c1cccn1-c1nccc(OC)c1C#N	-0.31	-0.28	-0.1	0.37	-13%	-1%	6%	0.6%	18%	-20%	8%	-1.8%
CCN(CC)S(=O)(=O)c1ccc(S(=O)(=O)N2CCC(N3CCCCC3)CC2)cc1	.	.	.	.	-8%	.	-6%	-0.1%	5%	-15%	.	-1.8%
O=[N+]([O-])C(=c1ccc2c(c1)N1C3=C(CCCC3)CC3CCCCC31N=2)[N+](=O)[O-] (stereo not drawn)	-1	0.42	-0.78	-0.36	-14%	-5%	12%	2.2%	52%*	1%	8%	0.9%
O=C(Nc1cccc2ncccc12)c1ccc2c(c1)OCCO2	-0.53	-0.27	-0.47	0.4	35%	11%	-7%	0.3%	8%	-9%	-1%	-3.5%
CCOC(=O)c1cc(-c2ccccc2)sc1NC(=O)C(C)Sc1nnc(N)s1 (stereo not drawn)	-0.71	-0.17	-0.37	-0.099	8%	2%	20%	-0.4%	7%	-21%	7%	16%
CCOC(=O)c1ccc(-c2ccc3c(=O)c4ccccc4n(C)c3c2)cc1F	.	.	.	.	-234%[20 µM]	.	3%	0.4%	10%	-7%	.	-2.3%
CCC(=O)c1ccccc1OCCCN1CCC(Cc2ccccc2)CC1	.	.	.	.	6%	.	-18%	-0.1%	-3%	-21%	.	-0.5%
CCC12CN3CC(CC)(CN(C1)C3c1ccc([N+](=O)[O-])o1)C2=O (stereo not drawn)	-0.72	-0.3	-0.53	1.4	-3%	0%	15%	-0.1%	-7%	-41%	9%	.
Cc1ccc(C(=O)Nc2ccc(C(=O)N/N=C/c3ccncc3)cc2)cc1	-0.28	-0.16	-0.28	-0.3	14%	9%	-4%	-0.2%	4%	-35%	9%	-5.1%
CCOC(=O)c1c(NC(=O)C(C)Sc2cccc[n+]2[O-])sc2c1CCN(Cc1ccccc1)C2 (stereo not drawn)	-0.19	0.11	0.012	0.4	-27%	1%	-3%	0.3%	-7%	-31%	10%	1.8%
O=C(CSc1nnc(-c2ccco2)n1Cc1ccccc1)c1ccccc1	3.9	-0.033	2.4	-1.7	-13%	1%	-42%	0.0%	-2%	-68%	9%	1.3%
COc1ccc(CCNC(=O)CO/N=C/c2cc3c(cc2Br)OCO3)cc1OC	-0.56	-0.2	-0.66	0.034	6%	-9%	9%	-0.4%	-2%	-31%	7%	-4.5%
Cc1ccc(NC(=O)CN(C)CC(=O)Nc2cccc(F)c2)cc1[N+](=O)[O-]	-0.78	-0.3	-0.092	0.38	-4%	4%	35%	0.5%	5%	39%	9%	-1.1%
COc1ccc(/C=C(/NC(=O)c2ccccc2)C(=O)Nc2cccc(C(=O)O)c2)cc1	.	.	.	.	31%	.	9%	-0.2%	4%	-27%	.	-1.4%
Cc1ccc2c(c1)cc(CN(Cc1ccc3c(c1)OCO3)C(=O)c1cnccn1)c1nnnn12	3.4	-0.0097	2	-2.5	7%	-4%	15%	-0.1%	-9%	-21%	-1%	1.2%
Cc1ccccc1-n1cc(C(=O)c2cc(Cl)ccc2O)cc(C#N)c1=O	-0.75	0.28	-0.5	0.21	29%	-4%	1%	0.0%	-1%	-35%	8%	4.9%
COc1ccc2c(c1)Cc1sc(NC(=O)c3cccnc3)nc1-2	-0.58	-0.25	-0.22	0.38	19%	29%	-2%	-0.2%	26%	-6%	9%	0.6%
CCC(C)NC(=O)C1CCN(c2nc(C)cc(C)n2)CC1 (stereo not drawn)	0.36	-0.22	-0.082	0.65	4%	13%	19%	0.2%	7%	12%	9%	-0.2%
CC(=O)N1CCN(S(=O)(=O)c2cccc(C(=O)Nc3ccc(F)c(F)c3)c2)CC1	.	.	.	.	-3%	.	17%	0.0%	2%	-22%	.	3.6%
CCc1cccc(CC)c1-n1c(-c2cccnc2)n[nH]c1=S	-1.1	-0.26	-0.54	0.91	-13%[20 µM]	1%	7%	-0.1%	16%	-8%	0%	-8.3%
COc1ccc(C(Nc2ccc(S(=O)(=O)NCC3CCCO3)cc2)C(=O)NC(C)(C)C)cc1OC (stereo not drawn)	-0.63	-0.29	-0.12	1.1	2%	-14%	-3%	0.5%	8%	-22%	-4%	-2.7%
Cc1ccc(-c2nnn3c2nc(NCCc2ccc(S(N)(=O)=O)cc2)c2ccccc23)cc1	2.1	-0.13	0.65	-1.6	-45%	5%	-6%	0.2%	11%	-12%	1%	39%
O=C(COc1ccc(F)cc1)NCCN1CCCC1	.	.	.	.	-1%[20 µM]	.	11%	-0.3%	6%	-17%	.	-5.0%
COc1ccc2[nH]c3c(=O)n(CCCN4CCOCC4)cnc3c2c1	0.28	-0.25	0.52	0.92	17%	-56%	6%	-0.2%	17%	-9%	9%	6.3%
CC(=O)c1cccc(NC(=O)N2CCCC2C(=O)NCc2ccc3c(c2)OCO3)c1 (stereo not drawn)	-0.98	-0.22	-0.61	1.2	-3%[20 µM]	10%	5%	-0.1%	-5%	-19%	8%	.

Three structures out of the list, arranged by number of heavy atoms, low to high:
SMILES	Dynein transport	Dynein transport cytoplasmic EGFP	Dynein transport nuclear GR-EGFP	Dynein transport cell count	KOR beta-arrestin-1	P. falciparum M17LAP	HEK293 NOD2/NF-kB	GPR55 activation	AID2073	NOD1 NF-kB reporter	P. falciparum M1AAP	KOR beta-arrestin-2
CCc1cccc(CC)c1-n1c(-c2cccnc2)n[nH]c1=S	-1.1	-0.26	-0.54	0.91	-13%[20 µM]	1%	7%	-0.1%	16%	-8%	0%	-8.3%
CCC(=O)c1ccccc1OCCCN1CCC(Cc2ccccc2)CC1	.	.	.	.	6%	.	-18%	-0.1%	-3%	-21%	.	-0.5%
COc1ccc(/C=C(/NC(=O)c2ccccc2)C(=O)Nc2cccc(C(=O)O)c2)cc1	.	.	.	.	31%	.	9%	-0.2%	4%	-27%	.	-1.4%

Looked up above:
P. falciparum M17LAP result of `CCOC(=O)c1c(NC(=O)C(C)Sc2cccc[n+]2[O-])sc2c1CCN(Cc1ccccc1)C2` (stereo not drawn) reads 1%
KOR beta-arrestin-1 result of `CC(=O)c1cccc(NC(=O)N2CCCC2C(=O)NCc2ccc3c(c2)OCO3)c1` (stereo not drawn) reads -3%[20 µM]
KOR beta-arrestin-1 result of `COc1ccc2c(c1)Cc1sc(NC(=O)c3cccnc3)nc1-2` reads 19%
NOD1 NF-kB reporter result of `O=C(COc1ccc(F)cc1)NCCN1CCCC1` reads -17%
AID2073 result of `O=C(Nc1cccc2ncccc12)c1ccc2c(c1)OCCO2` reads 8%

(more compounds)
SMILES	Dynein transport	Dynein transport cytoplasmic EGFP	Dynein transport nuclear GR-EGFP	Dynein transport cell count	KOR beta-arrestin-1	P. falciparum M17LAP	HEK293 NOD2/NF-kB	GPR55 activation	AID2073	NOD1 NF-kB reporter	P. falciparum M1AAP	KOR beta-arrestin-2
O=S(=O)(NCCNc1ncc(C(F)(F)F)cc1Cl)C(F)(F)F	-0.091	-0.041	0.22	-0.072	-38%[20 µM]	-5%	-8%	-0.1%	-1%	35%	2%	4.2%
CC(C)N(CCCNC(=O)c1ccc(CS(=O)(=O)c2c(Cl)cccc2Cl)o1)Cc1ccccc1	.	.	.	.	-4%	.	8%	0.2%	-8%	-4%	.	-3.1%
Cc1cc(C)cc(N(CC(=O)NC(C)(C)C)C(=O)CCC(=O)Nc2ccccn2)c1	.	.	.	.	-15%	.	10%	0.3%	3%	11%	.	1.2%
Cc1ccccc1OCC(=O)Nc1nnc(-c2ccco2)s1	-0.042	-0.13	0.027	0.34	12%	5%	7%	0.2%	-6%	-11%	1%	1.7%
COc1cc(C)c(S(=O)(=O)N2CCOCC2)cc1C	-0.29	-0.15	-0.55	0.36	22%	8%	-2%	-0.3%	5%	-28%	1%	-2.8%
Cc1ccccc1CSc1nnc(-c2ccncc2)n1C	.	.	.	.	14%	.	-8%	-0.1%	5%	-6%	.	-6.6%
COc1ccc(OC)c(N(C(=O)c2snc(C(N)=O)c2N)C(C(=O)NCC2CCCO2)c2ccc3ncccc3c2)c1 (stereo not drawn)	.	.	.	.	-37%	.	-20%	0.3%	4%	30%	.	4.8%
CC(CC(=O)O)CC(=O)Nc1nncs1 (stereo not drawn)	1.8	-0.16	1.4	-0.95	3%	.	0%	-0.3%	17%	-2%	.	5.5%
CC(=O)c1ccc(N2C(=O)[C@@H]3C(C(=O)CCN4C(=O)c5ccccc5C4=O)=NN[C@@H]3C2=O)cc1	1.1	-0.2	0.81	-1	22%	25%	-26%	0.8%	6%	19%	6%	-0.9%
O=C(NCc1cccnc1)C12CC3CC(CC(Cl)(C3)C1)C2	.	.	.	.	5%	.	21%	0.0%	5%	-18%	.	-0.5%
Cc1onc(-c2c(F)cccc2Cl)c1C(=O)NCc1cccs1	1.7	-0.17	0.75	-1.3	13%	3%	7%	-0.1%	-2%	-18%	5%	-0.3%
CCCCCOc1ccc(C(C)(O)C(CN2CCOCC2)c2ccccc2)cc1 (stereo not drawn)	.	.	.	.	-8%	.	-7%	0.4%	2%	-12%	.	2.4%
O=C(OC1CCOC1=O)c1ccc(N2CCCC2)c([N+](=O)[O-])c1 (stereo not drawn)	0.2	-0.26	0.27	-0.35	-6%	12%	15%	-0.3%	0%	-36%	8%	-5.1%
COc1ccccc1C(=O)O/N=C(/C)c1ccc(N2C(=O)C3CCCCC3C2=O)cc1 (stereo not drawn)	3.7	-0.15	1.2	-1.8	-45%	2%	5%	0.3%	-5%	1%	9%	7.9%
CCOC(=O)CC(NC(=O)Cn1nnc(-c2ccccc2)n1)c1ccc(OC)cc1 (stereo not drawn)	0.59	-0.36	0.22	-0.41	21%	-1%	21%	-0.2%	9%	-2%	1%	-6.6%
CCOC(=O)Cc1csc(NC(=O)Cc2ccc([N+](=O)[O-])cc2)n1	0.094	-0.26	0.14	0.25	.	11%	8%	0.3%	2%	-20%	-1%	-2.8%
CCOC(=O)c1cn[nH]c1NC(=S)Nc1ccc(Cl)cc1	-0.048	-0.24	-0.083	-0.077	10%	0%	-143%	-0.1%	-6%	-2%	5%	-4.3%

Not all compounds are listed; the hit share may differ from the screen's.
